# M1 PAM parental – nonselective activator or artifact in parental CHO-K1 calcium assay. activation, % at 3 µM. AID 602247. actives 0.02% (n = 360,000). ATP EC20, Fluo-8 calcium fluorescence; 0% at ATP EC20, 100% at ATP max;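 active = activation above the run cutoff, the mean activation of all test compounds plus 3 SD, cut at about 40% in these data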;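 note: peak over basal fluorescence ratio in a 140 s read after ATP addition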
# TAAR1 antagonist – human TAAR1 antagonism | AID 624466 | inhibition, % at 3 µM | CHO RD-HGA16 TAAR1, Fluo-8 calcium fluorescence, antagonist | actives 1.5% (n = 360,000) | Q96RJ0;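 active = inhibition above a per-plate cutoff, the mean inhibition of test compounds on that plate plus 3 SD, cut at about 49% in these data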;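 note: 0% = DMSO plus EC80 beta-PEA response and 100% = DMSO alone without agonist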
# Target sequence (Q96RJ0 whole entry, looked up): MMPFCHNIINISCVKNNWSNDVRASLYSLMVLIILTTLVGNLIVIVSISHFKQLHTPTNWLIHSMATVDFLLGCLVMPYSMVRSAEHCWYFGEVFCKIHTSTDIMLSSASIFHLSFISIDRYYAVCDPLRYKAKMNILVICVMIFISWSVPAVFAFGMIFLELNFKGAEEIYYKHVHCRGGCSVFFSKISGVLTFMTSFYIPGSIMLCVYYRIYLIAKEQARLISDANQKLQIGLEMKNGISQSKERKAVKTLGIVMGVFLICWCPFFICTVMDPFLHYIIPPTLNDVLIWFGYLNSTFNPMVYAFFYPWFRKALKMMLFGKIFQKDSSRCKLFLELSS
#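 System: RD-HGA16 CHO cells with stable hTAAR1 and Gα16 | Probe or stimulus: EC80 β-phenethylamine stimulus | Dosing: 3 µM, single point | Times: Dye loading 75 min at 37 °C, then 30 min room temperature | Measured by: Fluo-8 calcium-sensitive fluorescence | Read-out basis: % inhibition of agonist calcium response | Replicates: n of 1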
# OXTR potentiate – potentiates the human oxytocin receptor response | P30559 | CHO-OTR cells, Fluo-8 calcium fluorescence, potentiator mode; 0% = oxytocin EC15, 100% = EC100 | activation, % at 3 µM | actives 0.061% (n = 320,000);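 active = activation above that plate's cutoff, the mean activation of tested compounds plus 3 SD, cut at about 6.6% in these data, passing the limit was not always enough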;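 note: 100% uses oxytocin at 75 nM as the full agonist control; some results filed as inactive read as strong as hits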
# Target sequence (P30559 whole entry, looked up): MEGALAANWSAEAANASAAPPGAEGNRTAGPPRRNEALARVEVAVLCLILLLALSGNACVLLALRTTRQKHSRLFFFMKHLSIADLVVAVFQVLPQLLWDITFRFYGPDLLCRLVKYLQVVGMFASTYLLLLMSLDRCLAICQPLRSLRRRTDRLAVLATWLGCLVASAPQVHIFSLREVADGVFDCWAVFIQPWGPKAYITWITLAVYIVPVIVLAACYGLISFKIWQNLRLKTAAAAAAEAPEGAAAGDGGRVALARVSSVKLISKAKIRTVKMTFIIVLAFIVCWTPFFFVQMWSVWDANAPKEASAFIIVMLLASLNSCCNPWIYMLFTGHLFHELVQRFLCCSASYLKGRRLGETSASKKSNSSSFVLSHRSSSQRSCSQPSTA
#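 System: human OTR in CHO cells; Also added: sub-maximal oxytocin, roughly EC15; Timing: compound 6 min at room temperature before oxytocin, 100 s read; Technique: Fluo-8 intracellular calcium fluorescence, ex 470-495, em 515-575 nm; Controls: oxytocin EC15 low and EC100 high; Replication: singlicate.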
# CHO-K1 Ca antag – counter-screen for M1 antagonists: effect in parental CHO-K1 cells. ATP-induced calcium, Fluo-8 fluorescence. inhibition, % at 3 µM. actives 0.6% (n = 360,000);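 active = inhibition above a per-plate cutoff, the plate's mean sample inhibition plus 3 SD, cut at about 24% in these data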;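 note: 0% = DMSO plus EC80 ATP and 100% = DMSO alone without ATP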
# CHO parental Ca – counter-screen: ATP calcium response change in parental CHO cells; actives 0.63% (n = 330,000); AID 463079; parental CHO-K1, ATP-induced calcium, Fluo-8 fluorescence; inhibition, % at 5.6 µM;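 active = inhibition above that plate's mean sample inhibition plus 3 SD, cut at about 26% in these data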;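 note: 0% = ATP-challenged DMSO wells and 100% = DMSO wells without ATP; some compounds past the cut are filed as inactive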
#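 Test system: untransfected parental CHO cell line. Compound: one dose, 5.6 µM nominal. Detection: intracellular calcium via Fluo-8 no-wash fluorescent dye. Measure: % inhibition. Benchmarks: ATP-challenged DMSO wells low, unchallenged DMSO wells high.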
# TAAR1 agonist – human TAAR1 agonism; Q96RJ0; CHO RD-HGA16 TAAR1, Fluo-8 calcium fluorescence; vehicle wells 0%, saturating PEA agonist 100%; activation, % at 3 µM; actives 0.99% (n = 360,000); AID 624467;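 active = activation above the mean activation of all test compounds in the run plus 3 SD, cut at about 38% in these data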
#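 System: CHO-derived RD-HGA16 cells with stable Gα16 and human TAAR1. Times: 17-24 h plating, Fluo-8 75 min 37 °C, 30 min RT. Measured by: calcium-sensitive Fluo-8 signal, excitation 470-495, emission 515-575 nm. Read-out basis: % activation relative to PEA EC100 response. Control set: DMSO and PEA EC100. Repeats: no replicates (n 1).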
# M1 ag – human M1 muscarinic receptor agonism | actives 0.33% (n = 360,000) | AID 588814 | activation, % at 3 µM | CHO-K1 hM1, Fluo-8 calcium fluorescence, agonist mode; 0% DMSO, 100% acetylcholine EC100;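 active = activation above the run's mean compound activation plus 3 SD, cut at about 16% in these data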;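 note: peak over basal fluorescence ratio within a 140 s kinetic read after compound addition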
# CHO-K1 Ca ag – counter-screen for M1 agonists: effect in parental CHO-K1 cells; Fluo-8 calcium fluorescence; scaled to maximal ATP response, vehicle zero; activation, % at 3 µM; actives 0.48% (n = 360,000); in the data active = activation above about 15%;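 note: untransfected CHO-K1 host cells lacking M1 receptor as counterscreen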
# CHRM1 antagonist – antagonists of human M1 muscarinic receptor | AID 588852 | CHO-K1 hM1, Fluo-8 calcium fluorescence, ACh EC80 antagonist | actives 1.3% (n = 360,000) | inhibition, % at 3 µM | P11229;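 active = percent inhibition above its own plate's cutoff, namely the mean of that plate's compound wells plus 3 SD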;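 note: peak over basal fluorescence ratio during 140 s after agonist addition; 0% = ACh EC80 plus DMSO and 100% = DMSO alone without agonist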
# An asterisk follows results filed as active; · = no result given.
no.	molecule	CHO parental Ca	OXTR potentiate	TAAR1 antagonist	M1 PAM parental	TAAR1 agonist	CHO-K1 Ca ag	CHO-K1 Ca antag	M1 ag	CHRM1 antagonist
1	O=c1c2ccccc2[nH]c(=S)n1Cc1ccc2c(c1)OCO2	7	-2	-10	0	1	1.6	-5	-4	-10
2	CC1CCC2(CC1)SCC(=O)N2c1ccc(F)cc1 (stereo not given)	-1	-1	-11	5	3	-0.1	4	-5	0
3	Cc1nccn1CC(O)COC1CCCCC1 (stereo not given)	-18	-11	-7	-7	12	-0.2	15	-5	-9
4	O=C(COc1ccc2c(-c3ccccc3)cc(=O)oc2c1)NCCN1CCOCC1	-5	-7	-12	-14	2	-0.2	18	-4	-6
5	COc1ccc(CNc2ncnc3cc(Cl)ccc23)cc1OC	·	·	14	2	8	11	-2	-1	9
6	CSCCC(c1nnnn1C1CCCC1)N1CCN(C/C=C/c2ccccc2)CC1 (stereo not given)	·	·	-15	16	-1	1.3	-22	-7	-6
7	Cc1ccc(C(=O)N/C(=C/c2cccnc2)C(=O)N2CCCCCC2)cc1	-14	-10	1	9	2	0.4	47*	0	-18
8	O=C(CCSc1ccc(Cl)cc1)N1CCOCC1	-7	-11	11	14	11	0.1	-5	0	-7
9	CCOc1ccc2nc(NCCCNS(=O)(=O)c3ccc(C)cc3)c(C#N)cc2c1	-9	-10	·	14	·	0.3	-12	-6	-4
10	NC(=O)CSc1nnc2sc3ccccc3n12	-6	-5	12	18	11	1.0	-1	-4	-5
11	CCCCN1C(=O)C(CC(=O)NCc2cccc3ccccc23)CC(C(=O)N2CCCCCC2)=C1C (stereo not given)	·	·	-12	9	1	1.9	-23	·	·
12	O=[N+]([O-])c1ccc(S(=O)(=O)N2CCN=C2SCc2ccc(F)cc2)cc1	-14	-4	-21	-3	2	0.6	0	-2	-6
13	C=CCOc1ccc(C[C@H](N)C(=O)NC[C@H]2O[C@@H](n3cnc4c(N)ncnc43)[C@H](O)[C@@H]2O)cc1	4	·	·	8	·	0.1	-4	-5	-2
14	O=C(OCc1ccccc1)C1CCCN1C(=O)c1ccccc1[N+](=O)[O-] (stereo not given)	-7	-6	9	11	7	2.8	-1	-1	-6
15	CCC1CCCCN1C(=S)Nc1cccc(S(=O)(=O)N(C)C)c1 (stereo not given)	-5	-11	-24	-4	8	1.2	-15	-2	-10
16	Cc1cc(C)c(S(=O)(=O)N2CCCC(C(=O)NC3CCCC3)C2)c(C)c1 (stereo not given)	-6	-11	-26	-1	-2	5.8	-24	-3	-5
17	COc1cccc(CNC(=O)C(=O)NCC2OCCCN2S(=O)(=O)c2cc(C)ccc2C)c1 (stereo not given)	-20	-4	-6	-18	2	1.9	0	-1	-9
18	C(=C\c1ccccc1)/C=N/Nc1nncc(-c2ccccc2)n1	-8	-1	1	·	4	·	·	·	·
19	O=C(O)c1ccccc1C(=O)NCCc1c(C(=O)O)[nH]c2ccc(Cl)cc12	-6	-2	-11	-2	8	0.6	-18	-2	-24
20	CCOC(=O)N1CCN(C(=S)NC2CCCCC2)CC1	-7	1	11	7	1	0.2	5	-4	-9
21	COC(=O)CCCCCN1C(=O)NC(c2ccc(-c3ccccc3)cc2)C(C(=O)OCc2ccccc2)=C1C (stereo not given)	-22	-1	-9	·	2	·	·	·	·
22	COCCCN1C(=O)C(CC(=O)NC(c2ccccc2)c2ccccc2)CC(C(=O)N(C(C)C)C(C)C)=C1C (stereo not given)	·	·	-13	-3	-2	-0.2	-16	-5	-18
23	Cn1cccc1C(=O)NC(=O)COC(=O)c1ccccc1Sc1ccccc1C#N	-5	-8	26	9	3	0.1	4	-2	-25
24	Cn1cccc1C(=O)OCC(=O)N1CCc2ccccc21	-15	-4	13	8	2	-0.1	-17	-5	-6
25	CC12CC3(C)CC(C)(C1)CC(C(=O)NCCc1ccc(S(N)(=O)=O)cc1)(C2)C3	-17	-14	7	25	3	0.6	-19	-5	-13
26	CSc1nc(Oc2ccc(F)cc2)c2ccccc2n1	-25	-5	2	9	8	0.4	-3	-1	4
27	CCOC(=O)CNC(=O)Cn1cnc2c(nnn2-c2ccc(F)cc2)c1=O	-4	-3	·	16	·	0.7	-6	-4	-1
28	CCCn1c(SCC(=O)c2ccc3c(c2)OCCO3)nnc1C(C)C	-6	-4	-11	20	6	0.5	-10	-2	-28
29	O=[N+]([O-])c1ccccc1/C=N/N1CCN(c2ccccn2)CC1	-9	-9	10	13	3	1.4	-12	-4	-5
30	Cn1c(=O)[nH]c2c(c1=O)CCO2	·	·	-5	27	0	0.8	-22	-2	-12

# (list continues)
no.	molecule	CHO parental Ca	OXTR potentiate	TAAR1 antagonist	M1 PAM parental	TAAR1 agonist	CHO-K1 Ca ag	CHO-K1 Ca antag	M1 ag	CHRM1 antagonist
31	CCCCn1c(N)c(N(CC(C)C)C(=O)C2CC(=O)N(c3ccc4c(c3)OCCO4)C2)c(=O)[nH]c1=O (stereo not given)	-4	-9	-28	12	1	0.3	-6	-1	-9
32	CCOC(=O)CN(C(=O)c1snc(C(N)=O)c1N)C(C(=O)NCCC(C)C)c1ccc(C)cc1 (stereo not given)	·	·	-3	5	1	0.7	1	-3	-6
33	CCC(=O)c1ccc(OCc2ccc(C(=O)OC)cc2)cc1	-6	-11	6	4	2	1.5	-6	-5	-4
34	CCOc1ccc(OCC)c(NC(=O)CN2CCN(c3cccc(C)c3)CC2)c1	0	-10	23	1	6	-0.3	1	1	3
35	COc1ccc(-c2oc3cc(O)c(OC)c(O)c3c(=O)c2OC)cc1O	·	·	-11	23	0	-0.3	-21	-3	-19
36	CCOC(=O)C1=C(COC(=O)/C=C/c2cc(OC)c(OC)c(OC)c2)NC(=O)NC1C (stereo not given)	-14	-7	36	5	7	2.3	3	2	2
37	Cc1cccc(C)c1NC(=O)c1ccc2c(c1)CCN2S(C)(=O)=O	-2	-10	4	-6	-1	0.4	3	-1	9
38	CC1CCN(S(=O)(=O)c2ccc3c(c2)N(CC(=O)NCCCN2CCCCC2C)C(=O)CS3)CC1 (stereo not given)	-16	0	-15	-1	0	0.1	-9	-6	6
39	COc1ccc([C@H]2C[C@@H](O)[C@H](n3cc(COC(=O)c4ccccc4)nn3)CN2C(=O)C2CCCCC2)cc1	·	·	4	16	4	2.6	-19	-3	-10
40	C(=N\Nc1nn2cnnc2c2ccccc12)/c1ccco1	-4	-9	2	22	6	1.5	-15	-3	-14
41	COc1ccc(S(=O)(=O)NCc2ccncc2)cc1NC(=O)c1ccccc1	-6	1	-19	5	1	1.5	-5	-1	-6
42	CCOC(=O)C1=C(CNC(C)(C)CC(C)(C)C)NC(=O)NC1c1cccc([N+](=O)[O-])c1 (stereo not given)	-35	-4	-37	23	1	8.6	-11	-1	-15
43	O=C(NCCc1ccccc1F)[C@@H]1CSC2c3ccccc3C(=O)N21 (stereo not given in full)	-20	2	22	11	60*	0.0	-6	-4	0
44	Cc1ccccc1NC(=O)CN(C)S(=O)(=O)c1cccs1	-6	-8	14	9	0	1.9	-10	0	-13
45	CC(C)CCNC(=O)C1CCCN1C(=O)NC1CCCCC1 (stereo not given)	-6	-20	-5	3	3	0.0	-6	-3	20
46	Cc1nn(-c2ccccc2)c(Cl)c1/C=N/NC(=O)OC(C)(C)C	-2	-4	54*	17	13	8.9	6	0	34
47	Cc1ccc2nc(Cc3ccc(N)cc3)[nH]c2c1	4	-12	-17	8	6	0.5	-15	3	6
48	COc1ccccc1CNC(=O)CN(C)S(=O)(=O)c1ccc(Br)s1	-18	-6	-2	5	3	3.9	-5	-2	-18
49	Cc1nnsc1C(=O)NC1CCCc2c1cnn2-c1ccccc1F (stereo not given)	6	-13	3	3	3	11	7	2	6
50	O=C(O)CSc1nnc(COc2ccc([N+](=O)[O-])cc2)n1-c1ccccc1	-5	6	4	-9	0	0.2	-6	4	-9
51	COc1cc(C(=O)O/N=C(\N)Cc2ccc([N+](=O)[O-])cc2)cc(OC)c1OC	-30	1	-12	-23	7	0.2	13	5	-23
52	CC(=O)Nc1ccc2nc(SCC(=O)NCCOc3ccccc3)sc2c1	-12	-6	-8	28	2	1.8	-26	-3	-12

# Source: PubChem BioAssay
